Htt clearance = compounds clearing mutant huntingtin protein. inhibition, % at 1.5 µM. 47,000 tested, 0.42% active. HeLa Exon1htt(103Q)mCFP, aggregate imaging; zero = plate's median compound well;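 active means inhibition of aggregate fluorescence above about 70%, also judged a hit by eye on the cell image, limit read from the data, passing the limit was not always enough; inconclusive means no rule stated for this call; inactive means not judged a hit on image review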;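 further: cells exposed to compound for three days before fixation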
Htt clearance grain fraction = recorded beside Htt clearance, whose call it bears; fraction fluorescence in grains; measured here: aggregate grain fluorescence fraction; active compounds read low;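 scaled fraction of total cell fluorescence in grains with unit not stated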
Numbers without * were called inactive.

What do the screens show for `Cc1ccc(C)c(Cn2nnc3c(=O)[nH]c(C4CCN(C(=O)c5cccs5)CC4)nc32)c1`?
Htt clearance: 52; Htt clearance grain fraction: 11

Results for O=C(Cc1ccccc1)NC1CCS(=O)(=O)C1 (stereo not given) ?
Htt clearance: 33; Htt clearance grain fraction: 12

How did Cn1c(=O)c2c(nc(NCc3ccc4c(c3)OCO4)n2Cc2ccc(F)cc2)n(C)c1=O do in these assays?
Htt clearance: 22; Htt clearance grain fraction: 14

Results for Cc1cc(C(=O)Nc2sc(C)c(C)c2C#N)no1 ?
Htt clearance: inconclusive

What do the screens show for `COc1cccc(C(=O)N(CN2CCCC2=O)c2cccc(Cl)c2)c1OC`?
Htt clearance: 2; Htt clearance grain fraction: 36

What do the screens show for `CCOC(=O)c1sc(=S)n(-c2ccc(Cl)cc2)c1C`?
Htt clearance: 30; Htt clearance grain fraction: 13

Results for Nn1c(SCC(=O)N2CCCc3ccccc32)nnc1-c1ccccc1 ?
Htt clearance: -12; Htt clearance grain fraction: 44

Results for Cc1nnc2c3ccccc3c(-c3cccc4ccccc34)nn12 ?
Htt clearance: -19; Htt clearance grain fraction: 52

What do the screens show for `CC1=C(C#N)C(=O)NC(C)(C)C1`?
Htt clearance: 64; Htt clearance grain fraction: 6.3

Results for COc1ccc(-c2cc(C(=O)NCc3ccco3)no2)cc1OC ?
Htt clearance: -70; Htt clearance grain fraction: 32

What do the screens show for `CC1(C)CC(=O)C2=C(C1)Oc1ncn(Cc3ccco3)c(=N)c1C2c1ccccc1` (stereo not given)?
Htt clearance: -31; Htt clearance grain fraction: 29

Results for Cc1ccnc(NC(=O)COc2ccc3oc4c(c3c2)CCCC4)c1 ?
Htt clearance: -44; Htt clearance grain fraction: 25

What do the screens show for `O=C1C2C3C=CC(C4CC34)C2C(=O)N1/N=C/c1ccc(-c2ccccc2[N+](=O)[O-])o1` (stereo not given)?
Htt clearance: -1; Htt clearance grain fraction: 28

Results for CCSc1nc2ccccc2n1Cc1ccccc1F ?
Htt clearance: -20; Htt clearance grain fraction: 23

How did O=C(c1ccccc1)[C@H]1CC=CC[C@H]1C(=O)O do in these assays?
Htt clearance: -33; Htt clearance grain fraction: 56

What do the screens show for `O=C1c2ccccc2C(=O)N1Cc1nc(-c2cccnc2)no1`?
Htt clearance: -24; Htt clearance grain fraction: 26

How did O=C(OCC(=O)c1ccccc1Br)c1ccccn1 do in these assays?
Htt clearance: -22; Htt clearance grain fraction: 22

How did O=C(CC1CCCC1)NCCc1cn2ccccc2n1 do in these assays?
Htt clearance: 35; Htt clearance grain fraction: 22

How did C/C(N)=C(/C#N)C(=O)CSc1nnc(COc2ccccc2Cl)o1 do in these assays?
Htt clearance: -58; Htt clearance grain fraction: 64

Results for c1ccc(-n2c(Cc3cccnc3)nc3cnccc32)cc1 ?
Htt clearance: 42; Htt clearance grain fraction: 18

How did O=C(NNC(=O)c1ccc(SCC2CCCO2)c([N+](=O)[O-])c1)c1ccc(Cl)c([N+](=O)[O-])c1 (stereo not given) do in these assays?
Htt clearance: 15; Htt clearance grain fraction: 17

Results for c1ccc(C(Cc2nc(-c3ccncc3)no2)c2ccccc2)cc1 ?
Htt clearance: 11; Htt clearance grain fraction: 18

What do the screens show for `Cc1nnc(OCC(=O)NCCC2=CCCCC2)c2ccccc12`?
Htt clearance: 19; Htt clearance grain fraction: 31

Results for Cc1ccc(C(C#N)c2ccc3c(C(F)(F)F)cc(C(F)(F)F)nc3n2)cc1 (stereo not given) ?
Htt clearance: -18; Htt clearance grain fraction: 50

Results for OC(CN1C2=NCCN2c2ccccc21)c1ccccc1 (stereo not given) ?
Htt clearance: 43; Htt clearance grain fraction: 19

How did CC(C)C(=O)NC(C)C(c1cccs1)N1CCOCC1 (stereo not given) do in these assays?
Htt clearance: -22; Htt clearance grain fraction: 39

Results for COc1cc(C(O)P(=O)(OC2CCCCC2)c2ccc(N(C)C)cc2)cc(OC)c1OC (stereo not given) ?
Htt clearance: -11; Htt clearance grain fraction: 48

How did Cc1ccc(CNC(=O)CC2C(=O)Nc3c2c(=O)n(C)c(=O)n3Cc2ccccc2)cc1 (stereo not given) do in these assays?
Htt clearance: -5; Htt clearance grain fraction: 44

What do the screens show for `O=C(c1ccco1)N1CCN(C(c2cccs2)c2nnnn2C2CCCCC2)CC1` (stereo not given)?
Htt clearance: -17; Htt clearance grain fraction: 43

How did Cc1onc(-c2c(Cl)cccc2Cl)c1C(=O)N1CCc2ccccc2C1 do in these assays?
Htt clearance: -72; Htt clearance grain fraction: 69

How did Cc1c(-n2cc(C(=O)c3ccccc3O)cc(C#N)c2=O)c(=O)n(-c2ccccc2)n1C do in these assays?
Htt clearance: -1; Htt clearance grain fraction: 36

What do the screens show for `CC(C)Cn1c(N)c(C(=O)COC(=O)c2ccncc2)c(=O)n(C)c1=O`?
Htt clearance: -11; Htt clearance grain fraction: 23

Results for Cc1ccc(S(=O)(=O)Cn2nnnc2CN2CCCC3(CCCCC3)C2)cc1 ?
Htt clearance: 18; Htt clearance grain fraction: 31

What do the screens show for `CCCCN(CC)c1nc(N)c(C#N)c(CC#N)c1C#N`?
Htt clearance: 20; Htt clearance grain fraction: 17

What do the screens show for `COC(=O)C(C(=O)Nc1ccc(OC)cc1)C1CCCCCC1` (stereo not given)?
Htt clearance: 4; Htt clearance grain fraction: 19

Results for O=C(COC(=O)Cn1c(C(F)(F)F)nc2ccccc21)Nc1ccc2c(c1)OCCO2 ?
Htt clearance: 21; Htt clearance grain fraction: 19

Results for O=C(CCNC(=O)c1ccc(Br)o1)NCc1ccccc1Cl ?
Htt clearance: 4; Htt clearance grain fraction: 39

What do the screens show for `Oc1ccccc1CN1CCCN(Cc2ccccc2O)C1`?
Htt clearance: -21; Htt clearance grain fraction: 23

Results for FC(F)(F)c1nnc2ccc(N3CCCCCC3)nn12 ?
Htt clearance: 49; Htt clearance grain fraction: 18

How did CC(=O)Nc1cccc(C(=O)OCc2ccc(C(=O)Oc3ccc(Cl)cc3)cc2)c1 do in these assays?
Htt clearance: 0; Htt clearance grain fraction: 22

Structures above that have a CF3 group (three):
Results for Cc1ccc(C(C#N)c2ccc3c(C(F)(F)F)cc(C(F)(F)F)nc3n2)cc1 (stereo not given) ?
Htt clearance: -18; Htt clearance grain fraction: 50

Results for O=C(COC(=O)Cn1c(C(F)(F)F)nc2ccccc21)Nc1ccc2c(c1)OCCO2 ?
Htt clearance: 21; Htt clearance grain fraction: 19

Results for FC(F)(F)c1nnc2ccc(N3CCCCCC3)nn12 ?
Htt clearance: 49; Htt clearance grain fraction: 18

Following part
How did COc1cccc(C(=O)N2CCN(c3ncccn3)CC2)c1 do in these assays?
Htt clearance: -1; Htt clearance grain fraction: 35

How did CN(Cc1ccccc1)Cc1nc2c(c(=O)n(C)c(=O)n2C)n1Cc1ccc(F)cc1 do in these assays?
Htt clearance: 16; Htt clearance grain fraction: 37

How did CCCCCCOc1ccc(C(CC(=O)O)C(N)=O)cc1 (stereo not given) do in these assays?
Htt clearance: 25; Htt clearance grain fraction: 23

How did Cc1ccc(S(=O)(=O)N[C@@H](C)C(=O)N2CCC(C(=O)N3CCC[C@H]3C(=O)O)CC2)cc1 do in these assays?
Htt clearance: -18; Htt clearance grain fraction: 24

What do the screens show for `Cc1ccc2c(Cl)cc(Cl)c(OCC(=O)Nc3cc(C)on3)c2n1`?
Htt clearance: 21; Htt clearance grain fraction: 23

Results for CCn1c(Cc2ccccc2)nnc1SCC(=O)Nc1ccc2c(c1)OCO2 ?
Htt clearance: 9; Htt clearance grain fraction: 31

How did O=C(CCN1C(=O)c2ccccc2C1=O)Nc1ccccn1 do in these assays?
Htt clearance: 1; Htt clearance grain fraction: 32

What do the screens show for `Cc1ccc(NC(=O)CN(c2ccccc2F)S(C)(=O)=O)cc1`?
Htt clearance: -34; Htt clearance grain fraction: 24

What do the screens show for `Cc1ccc(S(=O)(=O)N(C)c2ccc(C(=O)N3CCCCC3)cc2)cc1`?
Htt clearance: 13; Htt clearance grain fraction: 24

How did Cn1c(=O)[nH]c(=O)c2c1nc(CN1CCOCC1)n2Cc1ccccc1 do in these assays?
Htt clearance: 0; Htt clearance grain fraction: 22

How did O=C(NCc1ccco1)c1ccc2c(=O)n(Cc3ccco3)c(SCC(=O)N3CCCC3)nc2c1 do in these assays?
Htt clearance: 23; Htt clearance grain fraction: 30

What do the screens show for `COc1ccc(OC)c(C2=NOC(C(=O)NCC3CCCO3)C2)c1` (stereo not given)?
Htt clearance: -56; Htt clearance grain fraction: 52

Results for O=C(Nc1ccncc1)c1c(F)cccc1F ?
Htt clearance: 53; Htt clearance grain fraction: 7.7

Results for O=C(COc1cccc2ccccc12)Nc1nc2ccccc2[nH]1 ?
Htt clearance: -13; Htt clearance grain fraction: 24

What do the screens show for `COC(=O)c1ccc(NS(=O)(=O)c2cc(C)ccc2OC)cc1`?
Htt clearance: -82; Htt clearance grain fraction: 33

How did CCCc1ccc2c(N)c(C#N)sc2n1 do in these assays?
Htt clearance: 2; Htt clearance grain fraction: 44

Results for COc1cccc(N(CC(=O)NCCSc2ccc(Cl)cc2)S(C)(=O)=O)c1 ?
Htt clearance: 5; Htt clearance grain fraction: 27

How did c1ccc2nc(N3CCOCC3)c(N3CCOCC3)nc2c1 do in these assays?
Htt clearance: 35; Htt clearance grain fraction: 28

What do the screens show for `COC(=O)c1cc(Cc2ccc(N)c(C(=O)OC)c2)ccc1N`?
Htt clearance: -38; Htt clearance grain fraction: 29

What do the screens show for `COc1ccc(-n2nnnc2SCC(=O)N2CCOCC2)cc1`?
Htt clearance: -4; Htt clearance grain fraction: 35

The list goes on, overlapping the part above by five compounds.
How did CCCc1ccc2c(N)c(C#N)sc2n1 do in these assays?
Htt clearance: 2; Htt clearance grain fraction: 44

Results for COc1cccc(N(CC(=O)NCCSc2ccc(Cl)cc2)S(C)(=O)=O)c1 ?
Htt clearance: 5; Htt clearance grain fraction: 27

How did c1ccc2nc(N3CCOCC3)c(N3CCOCC3)nc2c1 do in these assays?
Htt clearance: 35; Htt clearance grain fraction: 28

What do the screens show for `COC(=O)c1cc(Cc2ccc(N)c(C(=O)OC)c2)ccc1N`?
Htt clearance: -38; Htt clearance grain fraction: 29

What do the screens show for `COc1ccc(-n2nnnc2SCC(=O)N2CCOCC2)cc1`?
Htt clearance: -4; Htt clearance grain fraction: 35

What do the screens show for `Cc1cc(C)c(S(=O)(=O)Nc2ccc(OCC(=O)O)cc2)c(C)c1`?
Htt clearance: -31; Htt clearance grain fraction: 59

Results for Cc1ccc(C(=O)c2cc([N+](=O)[O-])ccc2N2CCOCC2)c(C)c1 ?
Htt clearance: -146; Htt clearance grain fraction: 54

What do the screens show for `CC(C)(C)C(=O)Nc1ccc(S(=O)(=O)c2ccc(NC(=O)C(C)(C)C)cc2)cc1`?
Htt clearance: -108; Htt clearance grain fraction: 67

What do the screens show for `Cc1ccc(C(=O)CC2(O)C(=O)N(Cc3ccc4c(c3)OCO4)c3ccccc32)cc1` (stereo not given)?
Htt clearance: 28; Htt clearance grain fraction: 26

How did Cc1occc1-c1nnc(SCC(=O)c2ccc(F)cc2)n1Cc1ccco1 do in these assays?
Htt clearance: 4; Htt clearance grain fraction: 18

Results for CCc1ccc(OC)c(S(=O)(=O)Nc2ccccc2C)c1 ?
Htt clearance: 32; Htt clearance grain fraction: 14

What do the screens show for `Cc1ccc(Nc2nc(N)nc(CN3CCN(C)CC3)n2)cc1`?
Htt clearance: 25; Htt clearance grain fraction: 26

What do the screens show for `O=C1CCCCN1CCc1c[nH]c2ccccc12`?
Htt clearance: -14; Htt clearance grain fraction: 19

How did COc1cccc(NC(=O)CSc2nnc(Cn3nnc4ccccc43)n2C)c1 do in these assays?
Htt clearance: -30; Htt clearance grain fraction: 23

Results for COc1ccccc1N1CCN(C(c2ccc(N(C)C)cc2)c2nnnn2CCc2ccccc2)CC1 (stereo not given) ?
Htt clearance: 51; Htt clearance grain fraction: 8.9

What do the screens show for `NS(=O)(=O)c1ccc(NC(=O)C2CCCN(S(=O)(=O)c3ccc(F)cc3)C2)cc1` (stereo not given)?
Htt clearance: -206; Htt clearance grain fraction: 110

What do the screens show for `CCOc1ccc2c3c(c(=O)oc2c1OCC)CCCC3`?
Htt clearance: -30; Htt clearance grain fraction: 52

What do the screens show for `CCOC(=O)c1ccc2c(c1)N(CC(=O)N1CCCCC1)C(=O)C(C)(C)O2`?
Htt clearance: -19; Htt clearance grain fraction: 22

Results for CC(=O)c1cccc(NC(=O)N2CCCC2C(=O)NC2CCCCC2)c1 (stereo not given) ?
Htt clearance: -14; Htt clearance grain fraction: 39

What do the screens show for `CCn1cc(Br)c(-c2nc3ccccc3c(=O)n2N)n1`?
Htt clearance: -45; Htt clearance grain fraction: 29

Results for CCCc1nc2oc3cc(OC)ccc3c(=O)c2c(=O)n1Cc1ccco1 ?
Htt clearance: -43; Htt clearance grain fraction: 29

How did CCOC(=O)c1c(CN(CC)CC)oc2ccc(OC)cc12 do in these assays?
Htt clearance: -25; Htt clearance grain fraction: 24

How did COc1cc(NC(=O)Cn2c(C)cc3ccccc3c2=O)cc(OC)c1OC do in these assays?
Htt clearance: -37; Htt clearance grain fraction: 58

Random excerpt: 4 records from the list.
Results for FC(F)(F)c1nnc2ccc(N3CCCCCC3)nn12 ?
Htt clearance: 49; Htt clearance grain fraction: 18

What do the screens show for `COc1ccc(-n2nnnc2SCC(=O)N2CCOCC2)cc1`?
Htt clearance: -4; Htt clearance grain fraction: 35

How did O=C(NNC(=O)c1ccc(SCC2CCCO2)c([N+](=O)[O-])c1)c1ccc(Cl)c([N+](=O)[O-])c1 (stereo not given) do in these assays?
Htt clearance: 15; Htt clearance grain fraction: 17

What do the screens show for `CC(C)Cn1c(N)c(C(=O)COC(=O)c2ccncc2)c(=O)n(C)c1=O`?
Htt clearance: -11; Htt clearance grain fraction: 23

Copied from the results shown (2 entries):
Results for CC(=O)c1cccc(NC(=O)N2CCCC2C(=O)NC2CCCCC2)c1 (stereo not given) ?
Htt clearance: -14; Htt clearance grain fraction: 39

What do the screens show for `CCn1cc(Br)c(-c2nc3ccccc3c(=O)n2N)n1`?
Htt clearance: -45; Htt clearance grain fraction: 29

Screening results as filed in PubChem.

This is a subset; the hit share may differ from the screen's.
